b-catenin transl = beta-catenin nuclear translocation modulation | HeLa beta-catenin nuclear translocation, immunofluorescence imaging | nuclear translocation activity, % at 5 µM | 190,000 tested, 0.3% active;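 active = nuclear translocation activity above 50% at 5 µM, with a well cell count of 50 or more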;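 note: per-cell ratio of nuclear to cytoplasmic median beta-catenin stain intensity; plate controls were DMSO negative control for no effect and GSK-3 inhibitor IX positive control for full effect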
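assay system = human HeLa cells, endogenous beta-catenin | times = compound treatment 24 h, 37°C, 5% CO2 | detection = Anti-beta-catenin immunofluorescence on PFA-fixed, Triton-permeabilized cells, DAPI nuclei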
ER stress rescue = protection against thapsigargin-triggered cell killing – 384-well, CSM14.1, ATP luminescence, primary screen (AID 1222) | CSM14.1 thapsigargin-induced death rescue, ATP luminescence; higher % means a stronger effect | cellular ATP content (survival), % at 20 µM, or EC50 in µM where a hit was titrated | 190,000 tested, under 10 active;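 active = EC50 below 50 µM in the dose-response confirmation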;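 note: death triggered by thapsigargin at about 15 µM added after 2 h compound pretreatment; cell ATP read after overnight thapsigargin exposure of roughly 18 to 22 hours; normalized against plate controls of thapsigargin alone and 5% DMSO vehicle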
Ins promoter up = MIN6 insulin promoter up-regulation; MIN6 insulin promoter-GFP reporter, high-content imaging; stronger effect = higher value; z-score at 5 µM; 190,000 tested, 0.3% active; AID 1625;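 active = z-score above 3 at 5 µM with at least 500 cells counted in the well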
MT stabilizer = microtubule stabilizers in HeLa cells; HeLa tubulin immunostaining HCS, 24 h; share of cells brighter than vehicle mean+2SD; 200,000 tested, 0.83% active; % tubulin-high responders, % at 10 µM;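 active = plate Z-score above 3 for both tubulin-high and condensed-nucleus cell shares, with cell loss under 80%, at 10 µM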;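 note: anti alpha tubulin signal scored within the nucleus-defined area of each cell; some results filed as inactive read as strong as hits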
T cell modulator = T cell immune modulators affecting CD8 T cell-vesicle binding; 2C CD8+ T cell-vesicle binding, flow cytometry; stronger effect = lower value; calls only at 7 µM; 330,000 tested, 0.068% active; AID 2052;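 active = response, share of CD8 T cells binding vesicles, and their 90th percentile fluorescence all below set limits, cut at about 80% in these data, passing the limit was not always enough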
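Read-out – percent CD8+ FL2 mean versus row control · System – murine 2C transgenic CD8+ T lymphocytes · Times – 1.5 h cell–vesicle binding at 37 °C, then 20 min icy labelling · Control set – naked vesicles low, QL9 vesicles with vehicle high · Detection – cytometric PE anti-B7-1 and Alexa647 anti-CD8 signals after 1% paraformaldehyde fixation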
Lipid droplet = modulators of hepatic lipid droplet formation; AML12 mouse hepatocytes, oleate lipid droplets, BODIPY imaging; 240,000 tested, 0.4% active; AID 1656; inhibition, % at 6.5 µM;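 active = lipid droplet intensity inhibited by at least 50%, with more than 500 cells counted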
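Material – mouse AML12 hepatocyte cell line, fixed after treatment · Compound dosing – one dose, 6.5 µM compound · Times – compound with oleate, overnight · Measured by – Image-based BODIPY and DAPI two-channel analysis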
PhoP inhibition = inhibitors of PhoP regulon expression, primary screen, Salmonella Typhimurium, GFP reporter (AID 1863); 300,000 tested, 0.16% active; inhibition, % at 50 µM, or IC50 in µM where a hit was titrated; S. Typhimurium PhoP-regulated promoter GFP reporter, 4 h; higher % means a stronger effect;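 active = inhibition over 29.93%, a cutoff 3 SD above the screen mean, later confirmed by dose response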;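 note: 0% = low Mg2+ inducing control and 100% = high Mg2+ repressing control; strong numbers were not always called active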
Autophagy mod = modulators of autophagy; calls only at 10 µM (by protocol); 190,000 tested, 0.98% active; MEF GFP-LC3 puncta imaging; test concentration mostly 10 µM;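 active = percentage of spot-positive cells more than 3 SD above its plate mean, without a fluorescence outlier flag or 80% toxicity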;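 note: spot-positive cell cutoff set from DMSO-treated cells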
Dynein cargo inh = blocks dynein driven cargo transport along microtubules | z-score, hits read low | AID 1381 | 3617.4 mouse cells, GR-EGFP nuclear translocation imaging; test concentration mostly 20 µM; stimulated with dexamethasone, 1 µM; stronger effect = lower value | 220,000 tested, 0.47% active;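 active = plate z-score of nuclear minus cytoplasmic receptor signal below a set negative limit, without overly bright fluorescence or cell loss, cut at about -3.5 in these data, passing the limit was not always enough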;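 note: z-score of nuclear minus cytoplasmic ring GR-EGFP intensity difference per well; some compounds called inactive have numbers as strong as hits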
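Buffer or medium: tet-free, stripped-serum medium; reagent: dexamethasone at 1.0 µM final, 30 min; incubation: 48 h induction, 1 h compound, 30 min dex at 37 °C; measured by: formaldehyde fixation, Hoechst nuclear stain, 10x automated fluorescence imaging; read-out: nuclear-to-cytoplasmic GR-EGFP distribution per well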
Dynein cargo inh cytoplasmic EGFP = also measured in Dynein cargo inh; calls as there; z-score; measured here: cytoplasmic GR-EGFP intensity; stronger effect = higher value
Dynein cargo inh nuclear GR-EGFP = further read-out of Dynein cargo inh, marked with its call; z-score; measured here: nuclear GR-EGFP intensity;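 lower value marks the stronger effect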
Dynein cargo inh cell count = further read-out of Dynein cargo inh, marked with its call; z-score; measured here: cell count per field
Ins promoter up cell count = further read-out of Ins promoter up, marked with its call; cell count; measured here: cytotoxicity, nuclei count;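 total cells summed across four imaged fields per well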
Lipid droplet cells 6.5 µM = also measured in Lipid droplet; calls as there; cell count; measured here: cell count, cytotoxicity flag;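 cells counted across two imaged fields per well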
b-catenin transl cell count 5 µM = also measured in b-catenin transl; calls as there; cell count; measured here: cell count, cytotoxicity flag
T cell modulator vesicle-bound % = recorded beside T cell modulator, whose call it bears; double positive events, %; measured here: CD8+ vesicle-bound cell fraction;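 binding gate set so that unloaded-vesicle control wells show 10% double positive cells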
MT stabilizer Hoechst-high % = further read-out of MT stabilizer, marked with its call; % Hoechst-high responders; measured here: nuclear condensation Hoechst responders;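 share of cells brighter than vehicle mean plus two SD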
MT stabilizer cytotoxicity % = second read-out of MT stabilizer, no call of its own (marks repeat the call); toxicity, %; measured here: cytotoxicity by cell density;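 0% = mean cell density of plate MIN control wells and 100% = no cells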
Autophagy mod cell loss 18 h = further read-out of Autophagy mod, marked with its call; toxicity, %; measured here: cell loss, nuclei count;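 cell loss after 18 h compound exposure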
* marks the source's active call; other numbers are inactive results; i = inactive; · = not tested or not shown; & = joins results of further samples. The order is random; any-hit rate near 3%.

SMILES	b-catenin transl	b-catenin transl cell count 5 µM	ER stress rescue	Ins promoter up	Ins promoter up cell count	MT stabilizer	MT stabilizer Hoechst-high %	MT stabilizer cytotoxicity %	T cell modulator	T cell modulator vesicle-bound %	Lipid droplet	Lipid droplet cells 6.5 µM	PhoP inhibition	Autophagy mod	Autophagy mod cell loss 18 h	Dynein cargo inh	Dynein cargo inh cytoplasmic EGFP	Dynein cargo inh nuclear GR-EGFP	Dynein cargo inh cell count
CCOc1cc(C(=O)N2CCN(c3ccccc3)CC2)cc(OCC)c1OCC	-0.9	1138	·	0.29	1268	2.8	1.8	5.7	i	44	-12	529	9%	i	-3	0.86	-0.3	-0.38	0.32
C[C@H]1O[C@H](O[C@H]2[C@H](O)[C@@H](O)[C@@H](O[C@H]3[C@H](O)[C@@H](O)C(O)O[C@@H]3CO)O[C@@H]2CO)[C@H](O)[C@@H](O)[C@@H]1N[C@H]1C=C(CO)[C@@H](O)[C@H](O)[C@H]1O (stereo partly specified)	0.8	1084	2.7%	0.3	1417	·	·	·	i	43	14	717	-6%&1%	·	·	·	·	·	·
Cc1cccc(C(=O)N2CCC(=O)N(C(COCc3cccc(C(F)(F)F)c3)Cc3ccccc3)CC2)c1 (stereo unspecified)	·	·	-1.6%	-1	1341	2.7	2.4	4.3	i	21	-45	701	3%	i	-6	0.0031	-0.24	0.44	0.14
CC(=O)N1CCN(CCN=CC2=C(O)CC(c3ccc(Cl)cc3)CC2=O)CC1 (stereo unspecified)	0.1	1119	-1.2%	0.17	1357	1.8	2.1	8.1	i	28	·	·	-8%	i	-1	-0.91	-0.2	-0.17	0.71
Cc1ccc(CN2CCN(Cc3ccc(OC(C)C)cc3)CC2CCO)o1 (stereo unspecified)	-0.2	951	-0.4%	-0.72	1503	1.9	1.6	6.0	i	27	-9	727	-2%	i	-10	-1.1	-0.065	-0.57	1
CN1CCC(NC(=O)Cc2c(F)cccc2Cl)CC1	-5.1	575	-0.5%	0.23	1073	2.9	1.5	1.7	i	33	16	776	4%	i	5	1.9	-0.081	2.4	-1.3
COC(=O)c1ccc(SCC(=O)NC2CCCC2)c([N+](=O)[O-])c1	-0.9	1164	0.0%	·	·	2.8	2.3	8.4	i	18	-16	580	7%	i	4	0.057	-0.22	0.13	-0.2
O=C(Nc1cccnc1)c1ccc2c(c1)C(=O)N(CC1CCCO1)C2=O (stereo unspecified)	0.7	1554	-1.1%	-0.03	1556	3.7	1.7	6.5	i	43	·	·	-1%	i	12	1.2	-0.23	1.1	-0.75
CCOC(=O)C(C)Oc1ccc(C2NC(=O)NC(C)=C2C(=O)Nc2ccccc2C)cc1 (stereo unspecified)	·	·	-1.6%	1.6	1160	2.7	1.5	7.5	·	·	-8	738	-7%	i	-6	1.1	-0.21	0.85	-1.2
CC/C(Cc1ccccc1)=N/NC(=O)c1cccc(Br)c1	·	·	2.1%	-0.44	1367	2.9	4.0	11	i	52	21	695	6%	i	12	-0.55	-0.26	0.4	0.59
Fc1cc(F)cc(NC(=S)Nc2ccccc2N2CCOCC2)c1	0.0	1451	-0.9%	0.03	1316	2.7	1.4	2.1	i	34	-9	772	-6%	i	-4	-0.5	-0.27	-0.33	0.52
CCc1ccccc1NC(=O)CN(c1ccc(OC)cc1OC)S(=O)(=O)c1ccccc1[N+](=O)[O-]	-0.4	1030	6.3%	·	·	1.9	2.2	3.0	i	53	-105	525	1%	i	-3	-0.32	-0.14	-0.075	1
S=C(NCc1ccccc1)NNc1ccccc1	-0.2	1165	-5.6%	-0.18	1091	3.7	2.1	7.4	i	51	-7	670	-7%	i	1	-0.54	-0.1	-0.09	0.15
Cc1ccc(C)c(N(CC(=O)Nc2ccccc2C(=O)NCc2ccco2)S(=O)(=O)c2ccccc2)c1	2.1	1094	2.2%	-0.24	1512	3.4	1.3	3.1	i	30	1	573	11%	i	-5	-0.27	0.087	-0.07	-0.031
O=C(Nc1cc(S(=O)(=O)N2CCCC2)ccc1OCC(F)(F)F)c1ccccc1F	0.7	908	16%	·	·	3.5	3.7	5.6	i	43	-23	535	-4%	i	8	-1.1	-0.11	0.1	0.74
COc1ccccc1N(CC(=O)NC(C)(C)C)C(=O)c1ccc(Cl)nc1	0.8	1029	2.0%	-0.44	1501	0.7	1.5	2.4	i	30	19	720	3%	i	-1	0.014	-0.28	-0.12	-0.29
CC1CCCCC1N1CCN(C(=O)c2cccc(F)c2)CC1 (stereo unspecified)	-0.3	1124	-1.0%	-0.42	1583	5.4	4.0	8.6	i	2	-1	615	-5%	i	28	2.1	-0.17	0.34	-1.7
COCc1cc(C(C)=O)ccc1OC	-8.9	1236	6.0%	-0.34	923	4.1	1.9	5.4	i	39	5	724	3%	i	0	0.24	0.045	0.18	-0.33
CS(=O)(=O)N1CCc2cc(NC(=O)c3ccc(Cl)cc3Cl)ccc21	-2.5	1089	1.0%	-0.86	1378	3.6	2.2	13	i	53	14	722	2%	i	9	0.6	-0.37	0.19	0.3
O=C(CN(C(=O)Cn1nnc(-c2cccs2)n1)c1ccc2c(c1)OCCO2)NC1CCCCC1	-2.1	852	-0.4%	-0.47	1484	1.3	1.7	5.7	i	16	·	·	-7%	i	11	1	-0.16	0.56	-1.1
O=C(/C=C/c1ccc(OCc2c(F)cccc2Cl)cc1)N1CCOCC1	0.9	996	-0.1%	-0.51	920	2.2	1.1	8.9	i	25	4	679	-6%	i	4	0.077	-0.33	0.18	0.26
Cc1ccc2nc(NCCCO)nc(-c3ccccc3)c2c1	·	·	1.5%	-0.39	1018	1.5	0.9	5.7	i	53	-16	755	14%	i	19	-0.23	-0.23	0.083	-0.0033
O=C(C1=C[C@H](c2ccc(C(F)(F)F)cc2)C[C@H](OCc2ccc(CO)cc2)O1)N1CCN(Cc2ccccc2)CC1	1.3	1014	17%	·	·	2.2	1.0	4.2	i	18	-38	670	1%	i	29	0.89	0.12	0.8	-0.29
C/C(=N\NC(=S)NCc1ccccc1)c1cccc(Br)c1	4.1	956	-0.8%	0.97	1505	1.1	1.4	3.6	i	5	1	689	-1%	i	19	-0.66	0.76	-0.072	0.8

Gathered by group: those above with a nitro group on carbon.
SMILES	b-catenin transl	b-catenin transl cell count 5 µM	ER stress rescue	Ins promoter up	Ins promoter up cell count	MT stabilizer	MT stabilizer Hoechst-high %	MT stabilizer cytotoxicity %	T cell modulator	T cell modulator vesicle-bound %	Lipid droplet	Lipid droplet cells 6.5 µM	PhoP inhibition	Autophagy mod	Autophagy mod cell loss 18 h	Dynein cargo inh	Dynein cargo inh cytoplasmic EGFP	Dynein cargo inh nuclear GR-EGFP	Dynein cargo inh cell count
COC(=O)c1ccc(SCC(=O)NC2CCCC2)c([N+](=O)[O-])c1	-0.9	1164	0.0%	·	·	2.8	2.3	8.4	i	18	-16	580	7%	i	4	0.057	-0.22	0.13	-0.2
CCc1ccccc1NC(=O)CN(c1ccc(OC)cc1OC)S(=O)(=O)c1ccccc1[N+](=O)[O-]	-0.4	1030	6.3%	·	·	1.9	2.2	3.0	i	53	-105	525	1%	i	-3	-0.32	-0.14	-0.075	1

Next structures
SMILES	b-catenin transl	b-catenin transl cell count 5 µM	ER stress rescue	Ins promoter up	Ins promoter up cell count	MT stabilizer	MT stabilizer Hoechst-high %	MT stabilizer cytotoxicity %	T cell modulator	T cell modulator vesicle-bound %	Lipid droplet	Lipid droplet cells 6.5 µM	PhoP inhibition	Autophagy mod	Autophagy mod cell loss 18 h	Dynein cargo inh	Dynein cargo inh cytoplasmic EGFP	Dynein cargo inh nuclear GR-EGFP	Dynein cargo inh cell count
N#Cc1ccccc1NC(=O)COC(=O)CCc1ccc(S(=O)(=O)N2CCCCC2)cc1	1.0	1051	-2.3%	-0.18	1568	3.4	3.0	7.8	i	39	-2	721	22%	i	-3	1.2	-0.19	0.44	-0.64
Cc1ccccc1Nc1nc(N)nc(CN2CCN(Cc3ccc4c(c3)OCO4)CC2)n1	-0.1	1052	0.7%	-0.33	1482	1.0	1.1	5.7	i	33	8	771	-7%	i	19	-0.63	-0.32	-0.18	0.81
Cc1cccnc1NS(=O)(=O)c1cccc([N+](=O)[O-])c1	·	·	-2.0%	0.45	1188	5.0	2.1	2.2	i	29	4	667	0%	i	11	-0.071	-0.31	-0.42	0.22
CCCN(CCC)CCCNC(=O)c1nn(-c2cccc(OC)c2)c(=O)c2ccccc12	-2.6	1110	-11%	-0.7	1139	1.4	1.9	6.9	i	59	8	698	4%	i	23	-0.12	-0.29	0.21	0.11
COc1cc(/C=C(\C#N)C(=O)Nc2cccnc2)ccc1OC(C)C	-0.1	960	-3.5%	-0.38	1419	3.9	4.3	5.7	i	43	4	673	-13%	i	-3	-0.97	-0.26	-0.7	0.57
COc1ccc(N2CSC3=C(C#N)C(c4cc(OC)ccc4OC)CC(=O)N3C2)c(OC)c1 (stereo unspecified)	-2.3	1166	-2.0%	-1.3	878	5.5	2.9	8.3	i	21	·	·	9%	i	-2	0.031	-0.14	0.073	-0.051
O=C(Nc1ccc2c(c1)OCO2)C(c1ccc(Cl)cc1)N1CCN(C(=O)c2ccco2)CC1 (stereo unspecified)	-0.3	1003	-2.0%	1.2	1927	1.9	1.7	7.0	i	27	28	616	-4%	i	16	-0.039	-0.19	0.63	-1.1

High-throughput results (PubChem)
